D2 antagonist = antagonizes the human D2 dopamine receptor; P14416; HEK293 TREx D2 cells, calcium flux, dopamine EC80; inhibition, % at 10 µM; 2% of 340,000 active; AID 485344; in the data active = inhibition above about 30%; also: 0% is about no effect
Target sequence (P14416 whole entry, looked up): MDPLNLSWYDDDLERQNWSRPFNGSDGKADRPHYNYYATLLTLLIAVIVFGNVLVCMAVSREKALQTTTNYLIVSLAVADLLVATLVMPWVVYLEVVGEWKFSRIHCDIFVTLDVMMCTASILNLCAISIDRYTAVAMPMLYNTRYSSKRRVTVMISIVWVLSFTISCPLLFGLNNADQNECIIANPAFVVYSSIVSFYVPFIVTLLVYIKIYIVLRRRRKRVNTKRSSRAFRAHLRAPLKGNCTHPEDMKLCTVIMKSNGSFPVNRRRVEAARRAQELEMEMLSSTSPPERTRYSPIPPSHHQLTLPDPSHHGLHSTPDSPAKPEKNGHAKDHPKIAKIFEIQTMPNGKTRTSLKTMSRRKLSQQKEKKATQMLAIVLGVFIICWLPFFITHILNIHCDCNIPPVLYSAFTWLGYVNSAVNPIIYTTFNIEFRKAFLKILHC
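Read-out: kinetic calcium fluorescence (1 cycle/s) in inducible HEK293 T-REx D2 cells after an EC80 dopamine addition that followed 180 s compound preincubation. Loss of the dopamine response indicates antagonism.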
TRHR ag = activates the human TRH receptor; P34981; TRHR cells, calcium flux fluo-8, FDSS agonist mode; activation, % at 2 µM; 0.18% of 360,000 active; AID 493084; in the data active = activation above about 30%; also: 0% is about no effect
Target sequence (P34981 whole entry, looked up): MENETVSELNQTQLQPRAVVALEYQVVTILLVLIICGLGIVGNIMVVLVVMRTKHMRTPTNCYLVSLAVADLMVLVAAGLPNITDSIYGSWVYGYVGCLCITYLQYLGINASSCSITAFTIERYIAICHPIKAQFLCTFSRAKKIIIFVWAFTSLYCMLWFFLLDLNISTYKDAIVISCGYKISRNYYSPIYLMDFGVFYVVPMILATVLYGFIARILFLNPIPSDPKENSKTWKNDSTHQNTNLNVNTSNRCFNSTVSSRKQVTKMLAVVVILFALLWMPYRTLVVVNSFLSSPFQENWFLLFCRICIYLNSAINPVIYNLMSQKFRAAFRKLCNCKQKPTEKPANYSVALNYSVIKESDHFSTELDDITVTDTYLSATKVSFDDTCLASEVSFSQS
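Agonist-mode FDSS calcium read (Ex 480/Em 530, 1 s cycles) in 1536-well TRHR cells with fluo-8 dye, after 10-cycle baseline and 23 nL compound addition; TRH at EC20 (10 nM final) added afterwards for the enhancer phase.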
D2 ag = D2 dopamine receptor (human) agonism | P14416 | HEK293 T-REx D2 cells, calcium flux agonist mode | activation, % at 2 µM | 0.53% of 340,000 active | AID 485358;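 active = activation over 3 SD above normal in the single-dose calcium agonist read, cut at about 30% in these data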; also: 0% is about no effect
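Tetracycline-induced HEK293 Trex cells with D2 receptor force-coupled to calcium signaling, plated overnight at 30 C and loaded with no-wash calcium dye. Calcium flux read kinetically for 180 s after compound addition; responses flag agonists.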
Pin1 inh = inhibitors of human Pin1; 0.009% of 390,000 active; Q13526; Pin1 FP peptide displacement, HiFluor488, 10 min; Potency, µM (titrated, usually from 115 µM), without a hit: at the top dose activity, negative = inhibition, actives largely listed as inhibitors; active = well fitted inhibition curve with a large enough effect in the polarisation, with a control signal flat, not every such curve was filed as active; inconclusive = small, poorly fitted or top-dose-only effect, or effect the other way, or a change in a side signal; inactive = no such curve, though single readings can be large or run the other way; the % refers to the polarisation; also: potency is read from the fitted curve at half-maximal effect; % is scaled to controls: 0 for no effect and ±100 for the full control effect
Target sequence (Q13526 whole entry, looked up): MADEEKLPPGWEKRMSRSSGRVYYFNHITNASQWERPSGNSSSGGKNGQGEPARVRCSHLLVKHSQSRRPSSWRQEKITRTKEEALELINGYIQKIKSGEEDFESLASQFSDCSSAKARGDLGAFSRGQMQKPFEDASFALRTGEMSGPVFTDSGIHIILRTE
mIDH1 inhibitor = human IDH1 R132H inhibition; O75874; 0.093% of 390,000 active; Potency, µM (titrated, usually from 76.6 µM), for inactives: at the highest dose activity change, negative = inhibition, usual class: inhibitors; IDH1-R132H enzyme, NADPH consumption, diaphorase/resazurin fluorescence; also: potency is read from the fitted curve at half-maximal effect; % is scaled to controls: 0 for no effect and ±100 for the full control effect; nearly all actives have a fitted effect of over 65% in size
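IDH1-R132H (0.5 ug/mL) preincubated 30 min with compound, then NADPH (0.016 mM) and alpha-KG (2 mM) added; 80 min at RT, pH 7.5. Remaining NADPH coupled via diaphorase/resazurin to fluorescence (540/590 nm); concentration-response curves normalized to no-enzyme control.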
rTrxR1 inhibitor = rat TrxR1 inhibition. recombinant rTrxR1, NADPH fluorescence consumption, selenite substrate. O89049. 1% of 390,000 active. Potency, µM (top dose mostly 114 µM), for the others: at the highest dose activity change, negative = inhibition, actives largely listed as inhibitors; also: potency is read from the fitted curve at half-maximal effect; % is scaled to controls: 0 for no effect and ±100 for the full control effect; nearly all actives have a fitted effect of over 65% in size
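Rat TrxR1 (90 nM in the dispensed reagent) was pre-reduced with 400 uM NADPH for 5 min at room temperature, then incubated with compound for 15 min. After 400 uM selenite was added, NADPH fluorescence (Ex 340/Em 450 nm) was followed for 8 min.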
TRHR enhancer = allosterically enhances the human TRH receptor; P34981; TRHR cells, fluo-8 calcium fluorescence, EC20 TRH enhancement; enhancement, % at 2 µM; 0.66% of 360,000 active; in the data active = enhancement above about 30%; also: 0% is about no effect
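TRHR-expressing cells loaded with fluo-8 calcium dye were read kinetically (ex 480/em 530) during compound addition, then stimulated with an EC20 of TRH (10 nM final). Enhancement of the Gq-mediated intracellular calcium response was scored.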
TrxR1 substrate = is turned over as a substrate by rat TrxR1; O89049; purified TrxR1 substrate turnover, NADPH consumption readout; 0.01% of 390,000 active; Potency, µM (doses to about 114 µM), for inactives: at the top dose activity change, negative = substrate turnover; also: potency is read from the fitted curve at half-maximal effect; % is scaled to controls: 0 for no effect and ±100 for the full control effect; nearly all actives have a fitted effect of over 50% in size
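Rat TrxR1, dispensed at 90 nM, was prereduced with 400 uM NADPH (final) for 5 min at ~22 deg C, then incubated with compound 15 min before 400 uM selenite. A first-read NADPH fluorescence drop versus no-compound background flagged substrates.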
USP1-UAF1 inh = USP1/UAF1 (human) deubiquitinase inhibition; recombinant USP1/UAF1, Ub-Rhodamine cleavage fluorescence; Potency, µM (doses to about 57.1 µM), inactives show top-dose activity change, negative = inhibition, actives largely listed as inhibitors; 0.23% of 390,000 active; AID 743255; also: potency is read from the fitted curve at half-maximal effect; % is scaled to controls: 0 for no effect and ±100 for the full control effect; nearly all actives have a fitted effect of over 60% in size; inactives centre near -12
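USP1/UAF1 complex (1 nM) preincubated 15 min at room temperature with compound, then Ub-Rho substrate (150 nM final) added. Kinetic fluorescence at 480/540 nm over 6 reads at 60 s intervals; 50 mM HEPES pH 7.8, 0.5 mM EDTA, 0.1 mg/ml BSA, 1 mM TCEP, 0.01% Tween-20.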
Active calls of the source: *; ? = inconclusive; / = not tested or not shown; [ ] = dose if it differs, or a comment. Unless noted, calls follow the shape of the dose curve; as a rule, active = well fitted inhibition curve with a large enough effect; inconclusive = small, poorly fitted or top-dose-only effect; inactive = no such curve, though single readings can be large or run the other way. An excerpt; the hit share may differ from the screen's.

Structure | mIDH1 inhibitor | USP1-UAF1 inh | rTrxR1 inhibitor | TrxR1 substrate | TRHR ag | D2 antagonist | TRHR enhancer | D2 ag | Pin1 inh
C=CCSc1nc2c(cnn2-c2ccccc2)c(=O)n1N | -0.5% | -16.4% | 1.1%[57.1 µM] | 1.0%[57.1 µM] | -0.1 | -2.7 | -4.0 | -0.3 | -0.3%
COc1cccc(CNCc2cc(OC)cc(OC)c2)c1 | 1.2% | -7.5% | -7.2% | -0.3% | 0.4 | 4.7 | 4.3 | -0.2 | -5.2%
CN(CC(=O)Nc1ccccc1C(F)(F)F)C(=O)CCc1nc2sc3c(c2c(=O)[nH]1)CCCC3 | -4.3% | -7.8% | 9.9% | 3.1% | 0.0 | -12.1 | -8.3 | 0.4 | 30.3%[activator]
N#Cc1ccc(OCC(=O)Nc2cc(S(=O)(=O)N3CCOCC3)ccc2N2CCCC2)cc1 | -7.5% | -13.1% | 3.5% | -6.7% | / | / | / | / | -6.7%
CCOC(=O)N1CCC(N2CCCC(C(=O)c3ccccc3OC)C2)CC1 (stereo not given) | -1.2% | -5.5% | 6.6%[57.1 µM] | -1.8%[57.1 µM] | -0.5 | 70.3* | -10.7 | 73.7* | -5.6%
Cc1ccc(NC(=O)CN(C)C(=O)COC(=O)CNS(=O)(=O)c2ccc(Br)cc2Cl)cc1 | 0.5% | -16.9% | -8.4% | -7.5% | 8.4 | 9.4 | -3.5 | 8.1 | -0.9%
O=C(NNC(=S)NCCc1ccccc1)c1ccc(Br)s1 | 4.4% | -22.9% | -7.6% | -1.8% | 0.3 | -24.2 | 0.7 | 1.4 | -2.8%
C=CCNC(=O)c1c2c(nc3ccccc13)-c1ccccc1CC2 | 1.0% | -13.2% | 10.8% | 34.3% | 0.4 | 11.6 | -14.8 | 0.0 | 0.7%
CN(C)S(=O)(=O)c1cccc(C(=O)NCCc2ccccc2)c1 | -1.5% | -8.8% | 14.2%[57.1 µM] | 9.1%[57.1 µM] | -1.2 | -3.0 | 6.0 | -1.7 | 1.8%
Cc1cccc(C(=O)NCc2nnc(SCC(=O)Nc3ccccc3F)n2-c2ccccc2)c1 | 0.0% | 1.3% | 34.7%[activator] | 6.8% | -0.5 | / | 1.1 | -1.1 | -4.2%
Cc1cc([N+](=O)[O-])ccc1NC(=O)C[n+]1ccc(N(C)C)cc1 | 13.2% | 3.6% | 10.2%[11.4 µM] | -7.5% | 0.2 | -5.6 | 3.6 | 0.0 | 4.8%
CC(=O)c1ccc(S(=O)(=O)N2CCN(CC(=O)Nc3ccnn3C3CCCC3)CC2)cc1 | 12.9% | -21.5% | 30.3% | 5.6% | / | / | / | / | 1.1%
CCOc1ccc(NC(=O)C2CCN(S(=O)(=O)c3cc(-c4noc(C)n4)ccc3C)CC2)cc1 | -35.6% | -26.2% | 2.9%[57.1 µM] | -5.6%[57.1 µM] | -0.3 | / | 0.1 | / | 4.5%
Cc1cc2nc(-c3ccco3)cc(C(F)(F)F)n2n1 | -6.8% | -16.9% | 5.1% | -7.4% | -0.3 | -11.1 | 3.5 | -0.7 | 1.7%
Cn1c(-c2ccccc2)cnc1SCc1nc2ccccc2c(=O)[nH]1 | -1.0% | -20.1% | -7.8% | -7.4% | -0.1 | -4.7 | -1.3 | 0.3 | -8.1%
CCCNC(=O)/C=C/c1ccc(S(=O)(=O)Nc2ccccc2OC)cc1 | 0.1% | -14.5% | 1.6%[57.1 µM] | 0.4%[57.1 µM] | -0.2 | / | 3.5 | / | -2.6%
COC(=O)c1ccc(CN2C(=O)NC3(CCCCC3)C2=O)cc1 | 0.0% | -9.9% | 7.9% | -5.2% | 0.5 | 10.8 | -1.1 | 0.6 | 1.5%
COc1cc(/C=C/CNC[C@H]2O[C@@H](n3cnc(C(N)=O)n3)[C@H](O)[C@@H]2O)ccc1O | -2.1% | -4.6% | ? | -0.2% | / | / | / | / | 2.3%
CC(C)(C)OC(=O)N1CCC(c2c(C(=O)NCc3cccs3)cnn2-c2ccc(F)cc2F)CC1 | 6.8% | -6.6% | 12.5% | -4.7% | -0.8 | / | -6.3 | -2.5 | -5.5%
Cc1cccc(N2CCN(C(=O)CCNC(=O)Cn3ccc4ccccc4c3=O)CC2)c1C | 0.3% | -27.3% | 16.3% | 3.1% | 0.0 | 4.1 | 0.6 | -0.3 | ?
Cc1ccc(-n2c(SCC(=O)N/N=C/c3c(C)nn(-c4ccccc4)c3C)nc3ccccc3c2=O)cc1 | -3.0% | -11.0% | 3.6% | -7.2% | 1.6 | -1.9 | 2.6 | 0.0 | -5.1%
Cn1c(CNC(=O)Nc2cccc(Cl)c2)nnc1SCc1ccccc1 | 0.3% | -18.9% | -5.6% | -4.8% | 1.1 | -26.1 | -1.3 | 0.5 | 8.5%
COC(=O)NN1C(=O)C(c2ccccc2)=C(c2ccc(Cl)cc2)C1=O | 3.9% | 0.3% | 26.4%[11.4 µM] | -19.3%[11.4 µM] | / | / | / | / | -8.8%
CCCN1CNc2c(c(=O)[nH]c(=S)n2-c2ccc(Cl)cc2)C1 | 3.9% | 1.0% | 1.7%[57.1 µM] | 4.8% | 1.4 | -3.3 | -1.4 | 0.1 | -3.3%
COc1ccc2c(c1)c1c(c(=O)n(Cc3ccccc3)c(=O)n1Cc1cc(C)ccc1C)n2C | 2.8% | -22.4% | 11.1% | 5.9% | 0.2 | / | 0.9 | 1.7 | -1.9%

Sorted by the number under TRHR ag (high to low): some entries from above.
mol	USP1-UAF1 inh	rTrxR1 inhibitor	TrxR1 substrate	TRHR ag	D2 antagonist	TRHR enhancer	Pin1 inh
Cc1ccc(NC(=O)CN(C)C(=O)COC(=O)CNS(=O)(=O)c2ccc(Br)cc2Cl)cc1	-16.9%	-8.4%	-7.5%	8.4	9.4	-3.5	-0.9%
Cc1cccc(N2CCN(C(=O)CCNC(=O)Cn3ccc4ccccc4c3=O)CC2)c1C	-27.3%	16.3%	3.1%	0.0	4.1	0.6	?
CCOC(=O)N1CCC(N2CCCC(C(=O)c3ccccc3OC)C2)CC1 (stereo not given)	-5.5%	6.6%[57.1 µM]	-1.8%[57.1 µM]	-0.5	70.3*	-10.7	-5.6%

Later entries:
Structure | mIDH1 inhibitor | USP1-UAF1 inh | rTrxR1 inhibitor | TrxR1 substrate | TRHR ag | D2 antagonist | TRHR enhancer | D2 ag | Pin1 inh
COc1ccc(CCNC(=O)NC23CC4CC(CC(C4)C2)C3)cc1 | 1.7% | -14.2% | 18.5% | -8.2% | 0.6 | 8.0 | -5.1 | -1.2 | -4.2%
CC1CC(C)CN(S(=O)(=O)N2CCCC(C(=O)NCCc3ccc(Cl)cc3)C2)C1 (stereo not given) | 0.6% | -4.4% | 14.5% | 5.6% | 0.2 | 3.3 | 12.9 | -0.1 | -2.8%
CC(C)(CNC(=O)c1ccc(Cl)c(S(=O)(=O)N2CCc3ccccc3C2)c1)N1CCOCC1 | 4.9% | -4.0% | 18.5%[57.1 µM] | 3.3%[57.1 µM] | -0.1 | 3.9 | 1.1 | -0.3 | -0.5%
CCc1noc(C)c1C(=O)NC1CCCc2c1cnn2-c1cc(C)cc(C)c1 (stereo not given) | 8.6% | -27.6% | 24.0% | 5.6% | 0.6 | 2.7 | 1.2 | -0.5 | -1.5%
COc1ccccc1CNC(=O)CN1C(=O)NC(c2ccccc2)(c2ccc(C)c(C)c2)C1=O (stereo not given) | -1.8% | -12.4% | 3.1% | -0.1% | -0.8 | -1.1 | 4.8 | -0.4 | 24.3%
Cc1cc(C(F)(F)F)nn2cnnc12 | 22.4% | -10.8% | 10.9% | 4.1% | 0.4 | -10.4 | 0.2 | -0.3 | -15.6%
O=C(c1cccc(F)c1)N1CCN(c2ccc([N+](=O)[O-])c3cccnc23)CC1 | 8.7% | -18.3% | 10.3%[57.1 µM] | -3.7% | -0.1 | 0.2 | -1.6 | 0.1 | 5.3%
COc1cccc2c1C(=O)C=C(C)C2=O | -23.6% | ? | 21.3%[57.1 µM] | 15.5%[57.1 µM] | -0.1 | 9.0 | 4.4 | 0.1 | -1.7%
COc1ccccc1NC(=O)CSc1nnc(C2CCCCC2)n1C | 7.9% | -23.2% | 7.5% | 0.9% | -0.4 | 2.4 | 2.8 | 0.3 | -1.7%
CN(C)c1ccc(CNc2nc(-c3ccco3)nn2S(=O)(=O)c2ccc(Cl)cc2)cc1 | 0.0% | -1.7% | 9.1% | -3.8% | -2.0 | / | 1.7 | -2.1 | -3.9%
Cc1ccc(CNc2ccc3cc(S(=O)(=O)N4CCCCC4)ccc3n2)cc1 | 0.0% | -8.6% | 24.9%[57.1 µM] | 7.1%[57.1 µM] | 0.2 | / | 14.2 | -1.0 | 14.6%
COc1cc(C(O)CO)ccc1OS(=O)(=O)O (stereo not given) | 10.3% | -22.8% | ? | 7.3%[57.1 µM] | 0.6 | -9.6 | -0.6 | -1.1 | -2.3%
CCCCOCC(O)CN1CCN(C(C)=O)CC1 (stereo not given) | 1.5% | 9.5% | 15.2% | 2.5% | -0.5 | 0.9 | -11.9 | 1.1 | -14.2%
c1ccc(-c2[nH]ncc2-c2nc3ccccc3[nH]2)cc1 | -1.1% | 2.9% | 2.3% | 37.7%[activator] | -0.1 | -17.3 | 3.2 | -0.2 | -1.3%
Cc1cccc(Oc2nc3ccccn3c(=O)c2/C=C(\C#N)C(=O)NC2CCS(=O)(=O)C2)c1 (stereo not given) | 6.6% | -4.5% | -24.8% | 24.5% | 0.2 | -9.5 | -0.5 | 1.0 | -0.2%
O=C(NCc1cccs1)c1cnc(Cl)c(Cl)c1 | 6.0% | -16.3% | 29.9%[57.1 µM] | 11.6%[57.1 µM] | -0.7 | -13.8 | 0.4 | 1.3 | -0.4%
CN(CC(=O)NCc1ccccc1Cl)S(=O)(=O)c1ccc2c(c1)n(C)c(=O)c(=O)n2C | -1.2% | -17.4% | -21.0% | -8.1% | 0.3 | -14.5 | -0.4 | -0.8 | -0.7%
Cc1ccc(CNC(=O)CCSCc2cccc(F)c2)cc1 | 0.0% | -22.2% | 12.9% | -3.5% | -1.1 | -0.6 | 7.4 | -0.8 | -13.4%
